Bioassay records (PubChem)
STK33 inh – blocks human STK33 kinase activity; Q9BYT3; purified STK33, MBP phosphorylation, ADP-Glo luminescence; inhibition, % at 10 µM; 320,000 compounds, 0.073% hits; AID 2661;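 active means inhibition at or above 25%, using the most active replicate where run in duplicate; inactive means inhibition below 25%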
Target sequence (Q9BYT3 whole entry, looked up): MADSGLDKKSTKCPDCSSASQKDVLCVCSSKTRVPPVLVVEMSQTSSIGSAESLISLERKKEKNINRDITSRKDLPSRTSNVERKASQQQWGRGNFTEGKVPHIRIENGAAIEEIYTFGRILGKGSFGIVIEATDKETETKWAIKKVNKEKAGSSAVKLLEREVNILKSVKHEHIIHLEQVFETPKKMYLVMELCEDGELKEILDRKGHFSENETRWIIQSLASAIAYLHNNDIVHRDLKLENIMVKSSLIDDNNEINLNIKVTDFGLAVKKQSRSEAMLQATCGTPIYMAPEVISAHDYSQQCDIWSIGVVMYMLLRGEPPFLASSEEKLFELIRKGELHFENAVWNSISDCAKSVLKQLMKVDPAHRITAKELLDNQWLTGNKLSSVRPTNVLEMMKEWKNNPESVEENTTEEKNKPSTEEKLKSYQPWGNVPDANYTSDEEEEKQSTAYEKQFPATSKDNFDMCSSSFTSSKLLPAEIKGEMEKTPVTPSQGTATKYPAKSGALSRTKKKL
* hit, by the source's call. An excerpt; rates above refer to the full screens.

Start of the data: the first 3 records as a preview:
SMILES	STK33 inh
O=C(Nc1ccc(C(F)(F)F)cc1)C1=NN(C2CCS(=O)(=O)C2)C(=O)CC1 (stereo not drawn)	-1.1
O=C(CN1C(=O)CNC1=O)Nc1cc(Cl)cc(Cl)c1	-0.9
O=[N+]([O-])c1ccc(Cl)c(S(=O)(=O)/N=C(/Nc2cccnc2)c2ccccc2)c1	-0.2

The whole of this part (from the top)
SMILES	STK33 inh
O=C(Nc1ccc(C(F)(F)F)cc1)C1=NN(C2CCS(=O)(=O)C2)C(=O)CC1 (stereo not drawn)	-1.1
O=C(CN1C(=O)CNC1=O)Nc1cc(Cl)cc(Cl)c1	-0.9
O=[N+]([O-])c1ccc(Cl)c(S(=O)(=O)/N=C(/Nc2cccnc2)c2ccccc2)c1	-0.2
O=C(CN(c1ccccc1)S(=O)(=O)c1ccc(F)cc1)NCc1cccs1	-1.2
Cc1c(NS(=O)(=O)c2cc(C(=O)NCc3cccnc3)ccc2Cl)c(=O)n(-c2ccccc2)n1C	-0.2
C=CC[C@@H](CC(=O)NCCO)C(=O)N[C@@H](COC(=O)[C@@H](CC=C)CC(=O)OC(C)(C)C)Cc1ccccc1	-0.3
CC(=O)c1ccc(-c2ccc(C(=O)N(C)Cc3nc4ccccc4c(=O)[nH]3)o2)cc1	-2.5
COc1ccc(C2=CC(=O)C[C@H](c3ccc(F)cc3)C2)c(OC)c1	8.8
COc1ccc(CNC(=O)COC(=O)C(CCSC)NC(=O)c2ccco2)cc1OC (stereo not drawn)	1.3
COc1ccc(NC(=O)N(C)C[C@H]2Oc3c(NC(=O)NC(C)C)cccc3C(=O)N([C@H](C)CO)C[C@@H]2C)cc1	0.2
CCOc1ccc(C(=O)NCC(=O)N2CCN(Cc3ccccc3)CC2)cc1	-1.4
O=C(COc1ccc([N+](=O)[O-])cc1Cl)NCCN1C(=O)CSC1=O	-0.8
O=C(COc1ccccc1Br)NCCC1=CCCCC1	-1.8
COc1ccc(NC(=O)c2cc(-c3ccccc3)nc3c2cnn3C(C)C)cc1	-0.2
COc1ccc(NC(=O)COC(=O)c2ccc(-n3cnnn3)cc2)c([N+](=O)[O-])c1	0.2
COc1ccc(SC[C@H](Cc2ccccc2)N2CC[C@@H](C)CCC2=O)cc1	0.6
CCn1nc(C(=O)N2CCN(Cc3nc4ccccc4s3)CC2)c2ccccc2c1=O	0.3
CN1CCN(C(=O)CNC(=O)c2cccs2)CC1	-0.3
Cc1cccc(C(=O)OCC(=O)N2CCN(C(=O)c3ccco3)CC2)c1O	-0.9
CC(C)(C)CNC(=O)c1ccc2c(c1)S(=O)(=O)c1cc(Cl)ccc1C2=O	-0.8
CCOc1ncccc1C(=O)OCC(=O)NCc1ccccc1	-0.5
CC(=O)Nc1ccc(CNc2ncnc3ccc(-c4c(C)noc4C)cc23)cc1	2.4
C[C@H](CO)N1C[C@H](C)[C@@H](CN(C)S(=O)(=O)c2ccccc2)Oc2c(NC(=O)c3ccncc3)cccc2C1=O	-0.1
COc1cc(OC)c(C(=O)OC(C)C(=O)NCc2ccc3c(c2)OCO3)cc1OC (stereo not drawn)	0.8
CCOC(=O)CCCC(=O)Nc1ncnc2c1C(c1ccccc1)c1c(ccc3ccccc13)O2 (stereo not drawn)	1.4
COCCn1c(N)c(N(Cc2ccccc2)C(=O)COc2ccccc2F)c(=O)[nH]c1=O	-2.1
CN(CC(=O)Nc1ccccc1Br)C(=O)c1ccc2c(=O)n3c(nc2c1)CCC3	-1.8
CC(=O)Nc1ccc(NC(=O)C2CCN(S(=O)(=O)c3ccc4c(c3)OCCO4)CC2)cc1	-0.4

Six entries from above in another layout:
STK33 inh | smiles
-1.8 | O=C(COc1ccccc1Br)NCCC1=CCCCC1
2.4 | CC(=O)Nc1ccc(CNc2ncnc3ccc(-c4c(C)noc4C)cc23)cc1
-1.2 | O=C(CN(c1ccccc1)S(=O)(=O)c1ccc(F)cc1)NCc1cccs1
-2.1 | COCCn1c(N)c(N(Cc2ccccc2)C(=O)COc2ccccc2F)c(=O)[nH]c1=O
-0.9 | O=C(CN1C(=O)CNC1=O)Nc1cc(Cl)cc(Cl)c1
-0.4 | CC(=O)Nc1ccc(NC(=O)C2CCN(S(=O)(=O)c3ccc4c(c3)OCCO4)CC2)cc1

Two entries from above, as labelled records.
Structure: CCOc1ncccc1C(=O)OCC(=O)NCc1ccccc1
- STK33 inh = -0.5
Structure: CC(=O)Nc1ccc(CNc2ncnc3ccc(-c4c(C)noc4C)cc23)cc1
- STK33 inh = 2.4
